# Screens as filed in PubChem.
# Epigenetic reg = derepresses silenced GFP reporter in murine cells | murine LDR cells, GFP reporter derepression, 30 h | Potency, µM (titrated, usually from 53.9 µM), for the others: at the highest dose GFP activation, most hits filed as activators | actives 0.2% (n = 280,000) | AID 1865; note: % of control where 0% means no effect; nearly all actives have a fitted effect of over 60% in size
#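 Murine LDR cells carrying a silenced, genomically integrated CMV-driven GFP reporter were exposed to compound for 30 hours at 37 C. After PBS washes, GFP-positive cells (20–120 um objects) were counted by laser-scanning microplate cytometry.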
# KinaseGlo FLuc = counter-screen: inhibitors of Kinase-Glo firefly luciferase; Q27757; actives 0.28% (n = 200,000); Kinase-Glo luciferase, ATP luminescence, 8 min; Potency, µM (top dose mostly 38.3 µM), for inactives: top-dose activity change, negative = inhibition, hits mostly inhibitors; note: % is set by controls: 0 for no effect and ±100 for the full control effect; nearly all actives have a fitted effect of over 60% in size
#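 Inhibition of Kinase-Glo luciferase light generation was assessed at 10 uM ATP in pH 7.2 imidazole buffer, with luminescence measured after eight minutes at ambient temperature.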
# NPSR antagonist = neuropeptide S receptor (human) antagonism, cAMP. actives 1% (n = 220,000). CHO-NPSR cells, cAMP TR-FRET, antagonist mode. Q6W5P4. Potency, µM (series often up to 38.3 µM), without a hit: at the top dose activity change, negative = inhibition, usual class: inhibitors; note: % is set by controls: 0 for no effect and ±100 for the full control effect; nearly all actives have a fitted effect of over 50% in size; many of its hits are not listed in these tables
# GoLoco inh red = inhibitors of human Gai1-RGS12 GoLoco interaction (red fluorophore) | Gai1:RGS12 GoLoco peptide FP, rhodamine, 10 min | Potency, µM (top dose mostly 61.6 µM), inactives show at the highest dose activity, negative = inhibition, usual class: inhibitors | actives 0.44% (n = 230,000) | AID 880; active = well fitted inhibition curve with a large enough effect, not every such curve was filed as active; inactive = no such curve, though single readings can be large or run the other way; note: % is set by controls: 0 for no effect and ±100 for the full control effect; nearly all actives have a fitted effect of over 30% in size; many of its hits are not listed in these tables
# Target sequence (P63096 whole entry, looked up): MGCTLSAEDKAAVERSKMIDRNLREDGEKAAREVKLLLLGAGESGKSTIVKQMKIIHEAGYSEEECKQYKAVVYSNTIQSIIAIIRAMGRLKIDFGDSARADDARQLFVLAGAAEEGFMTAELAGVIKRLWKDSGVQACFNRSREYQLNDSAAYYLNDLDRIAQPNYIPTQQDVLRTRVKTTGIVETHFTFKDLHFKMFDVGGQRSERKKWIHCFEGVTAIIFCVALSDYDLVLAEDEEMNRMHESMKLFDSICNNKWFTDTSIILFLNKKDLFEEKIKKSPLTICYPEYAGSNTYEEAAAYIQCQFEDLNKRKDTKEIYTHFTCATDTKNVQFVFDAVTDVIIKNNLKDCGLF
# SMN2 splice enh = increases expression of the SMN2 splice variant; actives 2.8% (n = 210,000); Potency, µM (highest dose often 46.1 µM), inactives show at the highest dose activity change, positive = activation, usual class: activators; AID 1458; HEK293 SMN2-luciferase splicing reporter, luminescence, 30-36 h; note: % of control where 0% means no effect; nearly all actives have a fitted effect of over 55% in size
#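 HEK293 cells carry an SMN2 […]–luciferase reporter in which exon 7 inclusion puts luciferase in frame. Cells were plated 10-12 h before compound addition, then incubated 30-36 h at 37C. ONE-Glo luminescence was read; sodium butyrate at 4.5 mM final served as control.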
# IMPase Li inh = membrane-permeable IMPase blocker, potentiated with lithium. CHO-M1 cells, IP1 TR-FRET (IP-One), carbachol + lithium. actives 0.35% (n = 210,000). Potency, µM (highest dose often 59.4 µM), for the others: at the top dose activity, negative = IMPase inhibition, most hits filed as inhibitors;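 note: IP1 builds up when IMPase is blocked and the TR-FRET signal falls; plate controls were basal vehicle for no effect and high inhibitor control for full effect; nearly all actives have a fitted effect of over 50% in size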
#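 CHO-M1, 2000 cells/well, 16–30 h culture; cpd + low Li+, 30 min 37C; lysis with d2-IP1/Eu-anti-IP1 Ab, 10 min RT; TR-FRET 665/620 ratio and 620 channel; AC50 via Hill.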
# KDM4E inh = JMJD2E (human) inhibition; AID 2147; JMJD2E catalytic domain, FDH-coupled NADH fluorescence (FDH is formaldehyde dehydrogenase); B2RXH2; actives 1.6% (n = 230,000); Potency, µM (doses to about 57.1 µM), inactives show top-dose activity change, negative = inhibition, hits mostly inhibitors; active = well fitted inhibition curve with a large enough effect, not every such curve was filed as active; inconclusive = small, poorly fitted or top-dose-only effect, or another doubt; inactive = no such curve, though single readings can be large or run the other way;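 note: 0% = wells with enzyme and -100% = buffer wells without enzyme; nearly all actives have a fitted effect of over 50% in size; many of its hits are not listed in these tables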
# RECQ1 inh = inhibitors of human RECQ1 DNA helicase; P46063; RECQ1 DNA unwinding, red fluorescence kinetic read; Potency, µM (titrated, usually from 57.3 µM), inactives show at the top dose activity, negative = inhibition, actives largely listed as inhibitors; actives 0.54% (n = 240,000);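 note: plate controls were vehicle for no effect and no enzyme for full effect; nearly all actives have a fitted effect of over 30% in size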
# Target sequence (P46063 whole entry, looked up): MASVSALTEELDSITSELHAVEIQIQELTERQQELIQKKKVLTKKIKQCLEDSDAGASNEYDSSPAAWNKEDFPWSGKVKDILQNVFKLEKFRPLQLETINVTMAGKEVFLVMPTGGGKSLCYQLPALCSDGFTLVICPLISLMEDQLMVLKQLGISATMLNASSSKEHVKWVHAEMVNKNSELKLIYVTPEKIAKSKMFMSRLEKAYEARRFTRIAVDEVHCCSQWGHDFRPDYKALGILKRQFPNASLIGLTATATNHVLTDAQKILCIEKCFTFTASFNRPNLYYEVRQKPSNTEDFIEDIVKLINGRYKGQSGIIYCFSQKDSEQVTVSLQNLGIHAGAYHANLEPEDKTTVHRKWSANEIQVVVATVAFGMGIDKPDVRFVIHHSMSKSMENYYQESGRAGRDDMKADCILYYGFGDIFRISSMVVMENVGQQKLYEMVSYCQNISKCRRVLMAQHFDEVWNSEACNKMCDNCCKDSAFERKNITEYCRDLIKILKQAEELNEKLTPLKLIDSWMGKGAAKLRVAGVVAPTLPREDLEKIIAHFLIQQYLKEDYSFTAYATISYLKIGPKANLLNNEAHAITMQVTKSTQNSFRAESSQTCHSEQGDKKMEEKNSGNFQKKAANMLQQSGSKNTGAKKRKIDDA
#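 50 nM RECQ1T1 preincubated 15 min with compound in Tris pH 8.0 buffer with MgCl2, DTT, Tween-20 and 2.5 ug/ml poly(dI-dC); started with 200 nM TAMRA/BHQ-2 forked duplex and 2 mM ATP. Unwinding read as fluorescence (525/598 nm), two reads 2 h apart.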
# * marks the source's active call; other numbers are inactive results; i = inactive; ? = inconclusive; · = no result given; & = joins results of further samples; [ ] = remark or other dose. Unless noted, calls come from the whole dose curve; as a rule, active = well fitted curve in the direction sought with a large enough effect; inconclusive = small, poorly fitted or top-dose-only effect, or another doubt; inactive = no such curve, though single readings can be large; an effect the other way counts as inactive or inconclusive. Potency is the fitted concentration of half-maximal effect.
SMILES,Epigenetic reg,KinaseGlo FLuc,NPSR antagonist,GoLoco inh red,SMN2 splice enh,IMPase Li inh,KDM4E inh,RECQ1 inh
COc1ccc(C(CC(=O)N2CCOCC2)c2c(OC)cc(OC)c3ccc(=O)oc23)cc1 (stereo not given),-1.6%,·,-4%,2%,·,·,?,i
CCN(CC)S(=O)(=O)c1ccc(C)c(NC(=O)Cn2c(=O)cnc3ccccc32)c1,0.0%,1%,5%,34%[activator],-32%[inhibitor],8%,0%,-5%
CCN1CCN(C(=O)Nc2ccccc2OC)CC1,4.7%,5%,5%[46.1 µM],-44%,?,-2%,3%,2%
CCOC(=O)c1sc(C(=O)OCC)c(OCCO)c1OCCO,-1.1%,-2%,3%[46.1 µM],-2%,-11%,1%[38.3 µM],-12%,-3%
O=C(C1Cc2ccccc2CN1S(=O)(=O)c1ccc(F)cc1)N1CCCCC1 (stereo not given),-1.0%,7%,-7%[46.1 µM],-9%,-2%,1%[38.3 µM],9%,-6%
O=C(CCc1ccccc1)NC(=S)Nc1ccc(S(=O)(=O)N2CCOCC2)cc1,2.2%,0%,-15%,3%,-14%,4%,2%,-11%
CC(C)(C)SCCNC(=O)COc1ccc(Cl)cc1,0.0%,-3%,3%[46.1 µM],9%,-11%,28%[38.3 µM],-2%,-14%
O=C1/C(=C/c2cccnc2)SC(=S)N1Nc1ccccc1,-0.3%,·,-6%[7.67 µM],-49%,·,·,-4%,-2%
CSc1ccccc1NC(=O)COc1ccc(Cl)cc1Cl,-0.9%,·,-12%[46.1 µM],·,·,·,6%,-16%
O=CNn1cnc2c(oc3nc(-c4ccccc4)cc(-c4ccco4)c32)c1=O,1.9%,1%,-34%,14%,22%,-17%,438%[activator],i
CC(=O)c1ccc(C(=O)Nc2ccc(N3CCOCC3)cc2)cc1,0.5%,1%,-10%[46.1 µM],6%,0%,6%[38.3 µM],11%,-2%
C=CCNC(=S)N1CCN(CCNC2=CC(=O)CC(C)(C)C2)CC1,1.1%,·,-2%[7.67 µM],7%,·,·,8%,-11%
c1ccc(CCNc2nc(-c3ccccn3)nc3ccccc23)cc1,2.4%,·,4%[7.67 µM],11%,·,·,6%,-1%
COc1ccc(-c2nnc3ccc(SCC(=O)N4CCCCC4)nn23)cc1OC,0.0%,-3%,7%[46.1 µM],5%,-1%,5%[38.3 µM],3%,-8%
Cc1nc(C)c(/C(O)=C/c2nc3ccccc3oc2=O)s1,?,-4%,5%,33%[activator],-2%,-12%,-21%,-1%
C=CCn1c(SCC(=O)NCCOC)nc2scc(-c3ccco3)c2c1=O,-1.1%,-5%,?,6%,-7%,7%[38.3 µM],-24%,?
O=C1N=C(N2CCCCC2)SC1=C1CCCCC1,0.5%,-15%,-13%[46.1 µM],-5%,29%,18%[38.3 µM],3%,i
CCc1ccccc1NS(=O)(=O)c1ccc2[nH]cc(C(=O)NCc3ccco3)c(=O)c2c1,0.0%,2%,-1%[46.1 µM],2%,-10%,14%[38.3 µM],5%,-10%
O=C(CSc1n[nH]c(-c2cccs2)n1)N1CCN(S(=O)(=O)c2ccc3ccccc3c2)CC1,-1.6%,0%,?,5%,-20%,21%[38.3 µM],?,-3%
O=C(c1cccc(Cl)c1)N1CCN(c2ccccn2)CC1,-1.1%,1%,-5%[46.1 µM],3%,-3%,35%[38.3 µM],-9%,i
CCC(Sc1nc2c(cnn2-c2ccccc2)c(=O)[nH]1)C(=O)OC (stereo not given),-0.8%,22%,-9%[46.1 µM],0%,15%,1%[38.3 µM],-1%,-2%
O=C(COC(=O)c1ccccc1Nc1ccccc1)NCc1ccco1,-0.3%,0%,5%[46.1 µM],-3%,9%,13%[38.3 µM],?,-3%
Cc1ccc(Cc2cnc(NC(=O)C3=NCCN3)s2)cc1,-7.8%,0%,6%,12%,-12%,-3%,-3%,i
Cc1nc2sc3c(c2c(=O)n1NC(=O)CCBr)CCCC3,-3.3%,-1%,-15%,9%,·,2%,4%,-7%
O=C(CSc1nnc(-c2ccncc2)o1)NC1CCCCC1,1.0%,0%,-13%,3%,·,5%,0%,-1%
COc1ccc(C(=O)Nc2ccccc2N2CCOCC2)cc1Br,-1.1%,1%,-9%[46.1 µM],8%,-22%,18%[38.3 µM],-5%,0%
COc1ccc2[nH]c(-c3ccccc3)cc(=O)c2c1,6.2%[96.6 µM],-15%[39.9 µM],·,1%[88.7 µM],·,-2%,·,-4%[126 µM]
O=C(CN1CCN(S(=O)(=O)c2ccc(Br)cc2)CC1)Nc1ccc2c(c1)OCO2,0.0%,0%,-22%[46.1 µM],-4%,-23%,11%[38.3 µM],5%,i
CCOC(=O)c1c(NC(=O)COc2cccc3c2CCN(CC)C3=O)sc2c1CCC2,0.0%,2%,-47%,7%,-20%,8%,4%,5%
Cc1ccc(-c2csc(/C(C#N)=C(\O)CN3CCN(C(=O)c4ccco4)CC3)n2)cc1,1.0%,3%,-8%[46.1 µM],12%,17%,-5%[38.3 µM],2%,-13%

# Single records (already shown). Values in the order: Epigenetic reg	KinaseGlo FLuc	NPSR antagonist	GoLoco inh red	SMN2 splice enh	IMPase Li inh	KDM4E inh	RECQ1 inh
# Entry for `CCN1CCN(C(=O)Nc2ccccc2OC)CC1` : 4.7%	5%	5%[46.1 µM]	-44%	?	-2%	3%	2%
# Entry for `O=C1N=C(N2CCCCC2)SC1=C1CCCCC1` : 0.5%	-15%	-13%[46.1 µM]	-5%	29%	18%[38.3 µM]	3%	i
# Entry for `COc1ccc(C(CC(=O)N2CCOCC2)c2c(OC)cc(OC)c3ccc(=O)oc23)cc1` (stereo not given) : -1.6%	·	-4%	2%	·	·	?	i

# (further entries)
SMILES,Epigenetic reg,KinaseGlo FLuc,NPSR antagonist,GoLoco inh red,SMN2 splice enh,IMPase Li inh,KDM4E inh,RECQ1 inh
CCOC(=O)C(C(=O)c1ccccc1)[C@H](CCc1ccccc1)NC(=O)OC (stereo not given in full),0.0%,0%,·,2%,-1%,14%,1%,i
CN(C)c1nc(N(C)C)nc(N2CCCCC2)n1,-0.9%,-2%,2%[46.1 µM],2%,-16%,-14%[38.3 µM],6%,-3%
O=C(c1ccc(Br)cc1)c1cc([N+](=O)[O-])ccc1N1CCCCC1,5.7%,-4%,-9%[46.1 µM],-5%,·,-23%[38.3 µM],-1%,-5%
O=C(NNC(=S)Nc1ccccc1C(F)(F)F)c1cccnc1,-0.3%,8%,1%,3%,20%,5%,1%,i
Cc1cccc(-c2nc(CN3CCCC(C(=O)NC4CCCCCC4)C3)c(C)o2)c1 (stereo not given),0.8%,-1%,-26%[46.1 µM],9%,-3%,8%[38.3 µM],2%,-4%
COc1ccc(/C(C)=C2/SC(=S)N(CCC(=O)O)C2=O)cc1,-5.5%,2%,-15%[46.1 µM],2%,-11%,-7%[38.3 µM],-5%,-3%
Cc1nc2sc(C(=O)Nc3ccccc3Cc3ccccc3)c(C)c2c(=O)[nH]1,0.0%,·,-8%,4%,·,·,-19%,-8%
CC(C)C[C@H](NC(=O)CCCn1nnc2ccccc2c1=O)C(=O)O,-2.4%,·,?,-7%,·,·,1%,-7%
CC(C)[C@H](N)c1nnc(SCc2ccc(Cl)cc2)o1,0.0%,-3%,4%[46.1 µM],-4%,-16%,-14%[38.3 µM],9%,i
Cc1ccc(NC(=O)Nc2nnc(-c3ccccc3F)s2)cc1,5.3%,·,2%,6%,·,·,-6%,-9%
Cc1cc(C)n(CC(=O)c2ccccc2)c(=O)c1C#N,1.0%,-2%,0%[46.1 µM],1%,1%,-3%[38.3 µM],1%,5%
COc1ccccc1NC(=O)N(C1CCCC1)C1CCN(C(C)=O)CC1,-2.0%,1%,-2%,6%,-8%,3%,-4%,-2%
CCOC(=O)N1CCC(NC(=O)CCCC(=O)O)CC1,0.0%,·,-32%,3%,·,·,-9%,-1%
Cc1cccc2nc(-c3cccnc3)c(Nc3ccccc3)n12,-6.2%,-1%,-36%,8%,-59%[inhibitor],5%,?,-13%
Cc1oc(-c2ccccc2F)nc1CN1CCC(C(=O)NC2CC2)CC1,-1.0%,1%,0%[46.1 µM],4%,0%,3%[38.3 µM],1%,-3%
CCOC(=O)c1ccc(NC(=O)CSc2nnnn2CCCO)cc1,-2.1%,1%,-11%[46.1 µM],-11%,24%,18%[38.3 µM],-2%,i
C[C@@H]([C@H](O)c1ccc(O)cc1)N1CCC(Cc2ccccc2)CC1,1.1%,-2%,·,4%,-8%[20.6 µM],10%&16%,-24%,-8%
COc1ccc(NC(=S)NCc2cccs2)cc1,-1.1%,-2%,-13%,2%,?,7%,-4%,8%
O=C(C[n+]1cc(Br)cc(Br)c1)c1cccc([N+](=O)[O-])c1,0.0%,-17%,7%,-9%,5%,14%,8%,i
CC1CCCN(C(=O)CCCn2c(=S)[nH]c3ccccc3c2=O)C1 (stereo not given),4.9%,7%,-7%[46.1 µM],5%,-10%,28%[38.3 µM],-8%,-6%
COc1cc(C(=O)ON=C2C=C(C)C(=O)C(C)=C2)cc(OC)c1OC,?,-4%,-13%,4%,19%,0%,-4%,-9%
COC(=O)[C@@]1(Cc2ccc(F)cc2)[C@H]2c3cc(C(=O)N(C)C)n(CCc4ccc(O)c(O)c4)c3C[C@H]2CN1C(=O)c1ccccc1,6.1%,1%,·,-17%,-4%,0%,?,-3%
Cc1ccc(CC(NC(=O)c2ccccc2)C(=O)NC(Cc2ccccc2)C(=O)O)cc1 (stereo not given),-1.9%,-1%,4%,15%,1%,-3%,5%,i
CCOC(=O)C(/C=C(\C#N)C(=O)OCC)=C(/N)N1CCN(c2ccc(Cl)cc2)CC1,1.5%,-3%,-6%[46.1 µM],-6%,15%,11%[38.3 µM],-5%,-18%
O=C1C2C3C=CC(C3=C3CCCCC3)C2C(=O)N1Cc1ccccc1 (stereo not given),1.0%,-1%,?,-7%,-42%[inhibitor],48%[activator][38.3 µM],-22%,-3%
Cc1cccc(C)c1OCC(=O)NNC(=O)c1ccoc1C,-1.2%,-2%,11%[46.1 µM],6%,2%,-12%[38.3 µM],5%,i
O=S1(=O)CCN(Cc2ccc(Cl)c(Cl)c2)CC1,-0.4%,-7%,-3%[46.1 µM],5%,-1%,-14%[38.3 µM],-4%,-5%

# The list is partial; the hit share may differ from the screen's.
